# Bioassay records (PubChem)
# KB-V1 MDR tox: KB-V1 MDR subline cytotoxicity | KB-V1 MDR cells viability, CellTiter-Glo, 72 h | Potency, µM (titrated, usually from 46.1 µM), for the others: at the top dose activity change, negative = cytotoxicity, hits mostly cytotoxic | 400,000 compounds, 3.4% hits | AID 1347076; further: potency means the concentration at half of the fitted maximal effect; on the % scale 0 is the no-effect control and ±100 the full control effect; nearly all actives have a fitted effect of over 60% in size
#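 Potencies derive from concentration-effect curves fitted to normalized luminescence (CellTiter-Glo) of KB-V1 cells treated for 72 h at 37 degrees C in phenol-red-free DMEM containing 10% FBS.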
# SW480 rerep: DNA re-replication induction in SW480 cells | SW480 DNA re-replication, Hoechst DNA content imaging, 48 h | Potency, µM (series often up to 46.1 µM), for inactives: at the top dose re-replication activation, actives largely listed as activators | 340,000 compounds, 1.8% hits | AID 624297; further: potency means the concentration at half of the fitted maximal effect; % of control where 0% means no effect; nearly all actives have a fitted effect of over 55% in size
#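 Hoechst fluorescence of nuclei (405 nm excitation, 500-530 nm emission) measured by plate-scanning imager after 48 hr compound exposure at 37 C; re-replication scored as increased number of nuclei with elevated intensity.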
# ATXN2 expr inh: ATXN2 expression inhibition; Potency, µM (highest dose often 57 µM), inactives show at the highest dose activity change, negative = inhibition, most hits filed as inhibitors; AID 1745845; 360,000 compounds, 0.72% hits; HEK-293 ATXN2-luciferase reporter, luminescence, 24 h; further: potency means the concentration at half of the fitted maximal effect; on the % scale 0 is the no-effect control and ±100 the full control effect; nearly all actives have a fitted effect of over 55% in size
#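 qHTS (up to 57 uM final) was run with 24 h compound exposure of reporter cells at 37 °C. Each well was multiplexed: SteadyGlo luminescence measured ATXN2-luciferase expression after a fluorogenic Gly-Phe-AFC viability readout (25 uM final).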
# KB-3-1 tox: KB-3-1 parental cell cytotoxicity; KB-3-1 viability, CellTiter-Glo ATP luminescence, 72 h; Potency, µM (series often up to 46.1 µM), inactives show at the top dose activity change, negative = cytotoxic, actives largely listed as cytotoxic; 400,000 compounds, 1.4% hits; further: potency means the concentration at half of the fitted maximal effect; on the % scale 0 is the no-effect control and ±100 the full control effect; nearly all actives have a fitted effect of over 60% in size
#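 Cells are dispensed, compounds pinned in, plates held at 37 °C for 72 h, then CellTiter-Glo is added and luminescence read after 10 minutes. Cell line: parental KB-3-1 in phenol-red-free DMEM, 10% FBS.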
# IL1B secr inh: inflammasome signaling inhibition, IL-1 beta readout. THP-1 LPS/ATP IL-1B secretion, AlphaLISA, 16 h; stronger effect = lower value. activity change, % at 57.5 µM. 360,000 compounds, 4.7% hits. AID 743279; in the data active means activity change below about -50%; inconclusive means mostly about -30% to -49%; further: on the % scale 0 is the no-effect control and ±100 the full control effect
#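 Secreted IL-1B measured by AlphaLISA bead assay after 16 h compound exposure of THP-1 cells; compounds (final up to 57.5 uM) added 1 h before LPS (250 ng/mL) and ATP (1.25 mM) stimulation; lower signal means less secretion.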
# MCF10A rerep: inducers of DNA re-replication in MCF 10A breast cells | MCF 10A DNA re-replication, Hoechst nuclear intensity, 48 h | Potency, µM (doses to about 46.1 µM), inactives show top-dose activity, positive = re-replication, most hits filed as activators | 350,000 compounds, 2.9% hits | AID 624296; further: potency means the concentration at half of the fitted maximal effect; % of control where 0% means no effect; nearly all actives have a fitted effect of over 50% in size
# HT1080 IDH1KD tx: kills HT-1080 cells with IDH1 knockdown; HT-1080 IDH1 knockdown viability, ATP luminescence, 48 h; 360,000 compounds, 2% hits; Potency, µM (top dose mostly 46.1 µM), inactives show top-dose activity, negative = toxicity, most hits filed as cytotoxic; AID 686971;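 further: potency means the concentration at half of the fitted maximal effect; 0% = DMSO wells and -100% = cell-free medium wells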
#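 In this qHTS, HT-1080 cells depleted of IDH1 are exposed for 48 h at 37 °C to compound titrations. Toxicity is scored from CellTiter-Glo luminescence, with DMSO as full viability and medium alone as none.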
# HT1080-NT tox: kills 2HG-producing HT-1080-NT fibrosarcoma cells | 360,000 compounds, 1.6% hits | Potency, µM (titrated, usually from 46.1 µM), without a hit: top-dose activity, negative = less viability, hits mostly cytotoxic | HT-1080-NT fibrosarcoma viability, CellTiter-Glo ATP luminescence, 48 h;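 further: NT is the 2HG producing partner of a matched IDH1 knockdown line; potency means the concentration at half of the fitted maximal effect; 0% = DMSO-treated cells and -100% = media-only wells without cells; nearly all actives have a fitted effect of over 55% in size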
#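 Toxicity toward the 2HG-producing NT line was scored as %Activity, normalised to DMSO and no-cell wells, from CellTiter-Glo luminescence after 48 hours' treatment.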
# S2 tox: reduces viability in counter-screen for ATXN expression inhibitors | AID 651635 | S2 cells (HEK-293 line with an ATXN2-luciferase reporter) viability, CellTiter-Fluor protease fluorescence, 24 h | 400,000 compounds, 0.49% hits | Potency, µM (titrated, usually from 56.7 µM), most hits filed as cytotoxic; further: potency means the concentration at half of the fitted maximal effect; nearly all actives have a fitted effect of over 40% in size
# * marks the source's active call; other numbers are inactive results; i = inactive; u = inconclusive; x = no result given; [ ] = remark or other dose. Unless noted, the call rests on the fitted dose curve; in most records, active means well fitted curve in the direction sought with a large enough effect; inconclusive means small, poorly fitted or top-dose-only effect, or another doubt; inactive means no such curve, though single readings can be large; an effect the other way counts as inactive or inconclusive. This is a random part of the collection; any-hit rate near 11%.
# Values run as follows: S2 tox	KB-V1 MDR tox	HT1080-NT tox	ATXN2 expr inh	KB-3-1 tox	MCF10A rerep	IL1B secr inh	SW480 rerep	HT1080 IDH1KD tx
COc1ccc(/C(O)=C2/C(=O)C(=O)N(CCN3CCNCC3)C2c2cccc([N+](=O)[O-])c2)cc1 (centres undefined)
→ i	-7%	-5%	4%	0%	u	-6	-3%	2%
COc1ccc(/C=N/c2oc(C)c(C)c2C#N)c(OC)c1
→ i	28%	15%	1%	1%	28%	13	-73%[inhibitor]	12%
CCc1noc(N)c1C(=O)Nc1ccc(Cl)cc1
→ i	5%	-1%	10%	-6%	10%	-11	0%	-10%
O=C(CCc1ccccc1)c1ccc2c(c1)OCCCO2
→ i	13%	0%	107%[activator]	8%	430%[0.0737 µM]	-23	-10%	11%
Cc1ncc(CO)c(/C=N/NC(=S)Nc2cccc(Cl)c2)c1O
→ i	-5%	-12%	x	-11%	16%	35	16%	-24%
CC1CN(S(=O)(=O)c2cccc(C(=O)NCCC3=CCCCC3)c2)CC(C)O1 (centres undefined)
→ i	0%	6%	-4%	1%	13%	3	9%	5%
COc1ccc(S(=O)(=O)N2CCCCCC2)cc1N
→ i	-11%	0%	-6%	-1%	15%	-7	-1%	-1%
Cc1nn(CC(=O)Nc2nnc(C(C)C)s2)c(=O)c2ccccc12
→ i	2%	21%	6%	3%	0%	0	-17%	24%
COc1ccccc1N(C)S(=O)(=O)c1ccc(Cl)c(C(=O)NCC2(N(C)C)CCCCC2)c1
→ i	-5%	-13%	-22%	2%	12%	u	-31%[inhibitor]	-11%
C=CCn1c(N/N=C/c2ccc(O)cc2)nc2ccccc2c1=O
→ i	u	6%	37%[activator]	-1%	7%	17	-12%	1%
CC(O)COc1ccccc1 (centres undefined)
→ i	x	x	7%	x	-2%	x	1%	x
COc1ccc(C(=O)Nc2ccc(S(=O)(=O)N3CCCCC3C)cc2)c(OC)c1OC (centres undefined)
→ i	-5%	u	0%	-7%	9%	-59*	0%	u
Cc1nc(SC2CC(=O)N(c3cc(Cl)cc(Cl)c3)C2=O)nc2c1CCCC2 (centres undefined)
→ i	-3%	-19%	-3%	-1%	22%	25	0%	-23%
CCCCc1ccc(NC(=O)COc2cccc3c(=O)n(C)ccc23)cc1
→ u	2%	x	u	u	x	x	x	x
COc1ccc(C2C(C(=O)Nc3cccnc3)=C(C)Nc3nc(-c4ccccc4)nn32)cc1OC (centres undefined)
→ i	4%	x	-9%	9%	x	x	x	x
Cc1cccc(C)c1NC(=O)C1CCCNC1 (centres undefined)
→ i	12%	0%	5%	-3%	5%	0	-1%	0%
Cc1ccccc1C(=O)NCCc1sc(-c2ccc(Cl)cc2)nc1C
→ i	2%	x	2%	-7%	x	x	x	x
CCN(CC(=O)Nc1ccc(NC(C)=O)cc1)C(=O)CCCc1c[nH]c2ccccc12
→ i	u	-2%	10%	-3%	-5%	u	-15%	-2%
CC(=O)c1cccc(NC(=O)C2CCCN(c3nnc(-n4cccc4)s3)C2)c1 (centres undefined)
→ i	-15%	x	7%	-1%	x	x	x	x
Cc1ccc(-c2csc(-c3c(N)c(C(=O)c4ccc5c(c4)OCO5)n4ccccc34)n2)cc1C
→ i	17%	x	5%	0%	x	x	x	x
O=C(CSc1nnc(COc2ccccc2)o1)Nc1cc(C(F)(F)F)ccc1Cl
→ i	23%	x	-8%	-5%	x	x	x	x
COc1cc(OC)cc(C(=O)Nc2ncn[nH]2)c1
→ i	u	13%	12%	17%	-7%	-1	0%	u
CC(=O)Nc1ccc2c(c1)c1ccccc1n2C(C)=O
→ i	-24%	2%	-3%	0%	u	-25	-1%	8%
CNC(=O)CN(c1cccc2ccccc12)S(C)(=O)=O
→ i	1%	-10%	-6%	-2%	-2%[9.22 µM]	-12	0%[9.22 µM]	16%
COc1cccc2cc(C(=O)Nc3ccccc3C)/c(=N/O)oc12
→ i	-8%	-2%	1%	1%	30%	21	u	0%
CC(C)Oc1ccc(C2C(C#N)=C(N)Oc3c2oc(CO)cc3=O)cc1 (centres undefined)
→ i	3%	4%	13%	-2%	1%	26	-4%	0%
COc1cc(-c2nc3ccccn3c2NCC2CCCO2)ccc1O (centres undefined)
→ i	u	6%	56%[activator]	0%	-22%	-3	-4%	-6%
COC(=O)C1=NN(c2ccccc2)C2(S1)SC(C(C)=O)=C(C)N2c1ccccc1 (centres undefined)
→ i	7%	7%	2%	25%	4%	-5	-23%	1%
Cc1ccc(S(=O)(=O)N2CCN(C(=O)CSc3nnnn3C)C2)cc1
→ i	0%	13%	-3%	0%	3%	2	-4%	10%
COc1ccc(NS(=O)(=O)c2cc3[nH]c(=O)c(=O)[nH]c3cc2C)cc1Cl
→ i	8%	x	-4%	4%	x	x	x	x
CCc1ccc(-c2cc(C)no2)cc1S(=O)(=O)NCc1ccc(OC)c(OC)c1
→ i	2%	3%	2%	9%	6%	-1	-8%	2%
COc1cccc(C(NC(C)=O)c2ccc3cccnc3c2O)c1 (centres undefined)
→ u	-2%	-9%	u	3.7µM*	u	203	0.65µM*	u
CC(NC(=O)Cn1ccsc1=N)C12CC3CC(CC(C3)C1)C2 (centres undefined)
→ i	-10%	u	-22%	-8%	0%	-59*	u	-22%
Cc1cc2nc(-c3cccc(NC(=O)COc4ccc(C(C)C)cc4)c3)oc2cc1C
→ i	6%	x	110%[activator]	1%	x	x	x	x
CC(NC(=O)c1ccco1)C(=O)N1CCN(c2cccc(Cl)c2)CC1 (centres undefined)
→ i	-5%	1%	-7%	-19%	16%	-5	-7%	-4%
O=C1NC(=O)C2(COC(c3ccccc3Cl)OC2)S1 (centres undefined)
→ i	21%	11%	2%	3%	-1%	26	4%	2%
CCNC(=S)NC1CC2CCCC(C1)N2Cc1ccco1 (centres undefined)
→ i	-6%	0%	1%	8%	-6%	10	-17%	16%
Cc1ccc(C(C(=O)NC(C)(C)C)N(CC2CCCO2)C(=O)CCC(=O)Nc2ccccn2)cc1 (centres undefined)
→ i	-25%	5%	5%	5%	1%	13	-10%	0%
CCN(C(=O)C1CCC(CNS(=O)(=O)c2cccc3nsnc23)CC1)c1ccccc1 (centres undefined)
→ u	u	x	u	u	x	x	x	x
CCOC(=O)[C@H]1[C@H]2COc3ccc(Cl)cc3[C@@H]2N2C(=O)c3cc(F)ccc3NC(=O)[C@@]12C
→ i	0%	-14%	-2%	-5%	2%	0	u	-11%
Cc1cc(Br)ccc1NC(=O)C(NS(=O)(=O)c1cccs1)c1ccccc1 (centres undefined)
→ i	-11%	x	10%	1%	x	x	x	x
C=CCC[C@H](Cc1ccc(F)cc1)C(=O)OC[C@@H](C)NC(=O)[C@H](CC=C)CC(=O)NCCO
→ i	u	18%	2%	6%	6%	0	-7%	11%
CCCCCSc1nncc(=O)[nH]1
→ i	4%	0%	-2%	5%	10%	1	-3%	0%
O=S(=O)(c1ccc(NCCOCCO)nc1)N1CCCCC1
→ i	u	13%	8%	8%	7%	-1	8%	3%
COc1cccc(-n2c(SCC(=O)c3ccccc3)nc3c([nH]c4ccccc43)c2=O)c1
→ i	0%	x	3%	8%	x	x	x	x
CC(OC(=O)Cc1c(F)cccc1Cl)C(=O)NC1CCCCC1C (centres undefined)
→ i	-19%	-6%	x	u	-14%	-3	-1%	-4%
Cc1cc(NC(=O)c2cccnc2)ccc1NC(=O)c1cc2ccccc2o1
→ i	-4%	0%	x	-1%	0%	-18	-13%	1%
Cc1cccc(CN(C)C)c1CC(O)(c1ccccc1)c1ccccc1
→ i	3%	-2%	-7%	5%	-2%	-4	-4%	-3%
C/C(=N\Nc1ccccn1)c1ccc(C#N)cc1
→ i	-13%	-10%	1%	16%	2%	-8	1%	-19%
NS(=O)(=O)c1ccc(CNC(=O)c2cc(-c3cccnc3)nc3ccccc23)cc1
→ i	13%	-2%	u	17%	0%	-1	2%	-1%
COC(=O)c1c(NC(=O)/C=C/C(=O)O)sc(Cc2ccccc2)c1C
→ i	u	-29%	u	u	15µM*	-111*	u	u
CC(C)CCNC(=O)COc1ccc2c(c1)C(=O)CC(C)(C)O2
→ i	u	-2%	51%[activator]	-7%	-4%	17	-5%	2%
CCOC(=O)C1(C)Oc2ccccc2C(C(=O)OC)=C1C(=O)OC (centres undefined)
→ i	0%	8%	-4%	0%	u	24	0%	1%
COCCCNC(=S)N1CCC(NC(=O)Nc2ccc(C)cc2)CC1
→ i	0%	-1%	-26%	-5%	0%	-15	-9%	1%
COc1ccc(NC(=S)Nc2ccc3snnc3c2)cc1
→ i	-26%	-2%	9%	-5%	20%	u	0%	-9%
O=C1CC2(CCN(C(=O)c3cccc(Br)c3)CC2)Oc2ccccc21
→ i	u	-11%	-1%	1%	5%	u	1%	-11%
C=CCn1c(N)c(C(=O)NCc2cccnc2)sc1=S
→ i	16%	1%	8%	8%	4%	17	-1%	3%
CCOc1ccc(CCNC(=O)C2=C(C)C(=O)OC23CCC(C)CC3)cc1 (centres undefined)
→ i	27%	0%	-2%	27%	21%	1	5%	1%
CC(=O)c1cccc(NS(=O)(=O)c2cc3c(cc2C)N(C(C)=O)CCO3)c1
→ i	2%	7%	13%	-17%	-2%	9	-3%	-11%
